Screening data: PubChem BioAssay, National Center for Advancing Translational Sciences (NCATS)
TGFb SMAD3 inh: blocks TGF-b signaling. HepG2 CAGA-GFP TGF-b/SMAD3 reporter, GFP fluorescence, 18 h; TGF-beta stimulated, 500 pg/mL final. Potency, µM (series often up to 46.1 µM), without a hit: at the top dose activity, negative = inhibition, hits mostly inhibitors. 1.2% of 410,000 active. AID 588855; note: potency is the fitted concentration of half-maximal effect; % is set by controls: 0 for no effect and ±100 for the full control effect; nearly all actives have a fitted effect of over 65% in size
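HEPG2 CAGA-GFP, 1000 cells/well; 2 h settle, 37 C; cpd via pin tool; TGF-b 500 pg/mL final; 18 h, 37 C; GFP imaging ex488/em500-530; %Activity normalised to -TGF-b and +DMSO controls; CRC fit, curve class.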
Mm-Cpn inhibitor: blocks the Methanococcus maripaludis chaperonin Mm-Cpn. Potency, µM (highest dose often 76.9 µM), without a hit: top-dose activity, negative = inhibition, actives largely listed as inhibitors. purified Mm-Cpn ATPase, ADP Transcreener TR-FRET. 0.031% of 330,000 active. AID 504842; note: potency is the fitted concentration of half-maximal effect; % is set by controls: 0 for no effect and ±100 for the full control effect; nearly all actives have a fitted effect of over 80% in size
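Reaction buffer contained 30 mM Tris pH 7.4, 100 mM KCl, 5 mM MgCl2 and 1 mM DTT. Mm-CPN (25 nM final) hydrolysed 10 uM ATP over 30 min at 37°C; ADP was read by HTRF.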
CCT modulator: changes cytosolic chaperonin activity. purified chaperonin ATPase assay, HTRF ADP detection, 30 min. activity change, % (test concentration not listed), hits read low. 0.3% of 360,000 active. AID 651819; in the data active = activity change below about -30%; note: % is set by controls: 0 for no effect and ±100 for the full control effect
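TRiC at 40 or 20 nM final (batch-dependent) in 30 mM Tris pH 7.4, 100 mM KCl, 5 mM MgCl2, 1 mM DTT, with compound at single 76 uM and 10 uM ATP, 30 min at 37 deg C. ADP detected by HTRF Transcreener, 665/615 ratio.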
Nrf2 ARE act: Nrf2 pathway activation; 0.31% of 410,000 active; AREc32 ARE-luciferase reporter (MCF7-derived line), luminescence, 24 h; AID 624171; Potency, µM (series often up to 46.1 µM), inactives show top-dose activation, usual class: activators; note: potency is the fitted concentration of half-maximal effect; % of control where 0% means no effect; nearly all actives have a fitted effect of over 65% in size
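Nrf2 activation is followed as ARE-luciferase induction in the AREc32 line after one day of compound treatment; luminescence is read with Steady-Glo.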
Nrf2 block: Nrf2 pathway inhibition | 2.1% of 360,000 active | A549 ARE-Fluc reporter, luciferase luminescence, 18-24 h | Potency, µM (series often up to 46 µM), without a hit: top-dose activity change, negative = inhibition, hits mostly inhibitors; note: potency is the fitted concentration of half-maximal effect; % is set by controls: 0 for no effect and ±100 for the full control effect; nearly all actives have a fitted effect of over 60% in size
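Reporter: ARE-Fluc in A549. Exposure: 18-24 h, 37 °C, 5% CO2, 5% FBS OPTI-MEM. Readouts: fluorescent cytotoxicity (CellTiter-Fluor), then luminescent Nrf2 signal after BugLite.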
A549 viability: counter-screen for Nrf2 inhibitors: cytotoxicity in A549 cells; A549 ARE-Fluc cells, CellTiter-Fluor viability, 18-24 h; Potency, µM (top dose mostly 46 µM), inactives show top-dose activity change, negative = cytotoxicity, usual class: inhibitors; 0.16% of 390,000 active; note: potency is the fitted concentration of half-maximal effect; % is set by controls: 0 for no effect and ±100 for the full control effect
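Cytotoxicity counterscreen: CellTiter-Fluor fluorescence was measured in A549 ARE_Fluc cells after 18-24 h of compound exposure in a concentration series. The subsequent BugLite luminescent read reports ARE-luciferase activity.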
HepG2 tox: counter-screen for TGF-b inhibitors: cytotoxicity in HepG2 cells | HepG2 CAGA-GFP viability, ATP luminescence, 18 h | Potency, µM (doses to about 46.1 µM), without a hit: top-dose activity change, negative = cytotoxicity, hits mostly cytotoxic | 0.76% of 410,000 active; note: potency is the fitted concentration of half-maximal effect; some results filed as inactive show a strong effect at the top dose
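HepG2 CAGA-GFP cells (1000/well, DMEM with 1% FBS) received compound, then TGF-beta at 500 pg/mL final, and were incubated 18 hours at 37 degrees C. Viability was read by CellTiter-Glo luminescence. Media-only wells were set as complete cell-killing and DMSO as no toxicity.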
Akt phos inh: inhibitors of Akt phosphorylation | AID 651550 | 0.32% of 360,000 active | activity change, % for hits at 50 µM | Neuro2A IGF-stimulated pAkt S473 HTRF, 20 min; stronger effect = lower value; in the data active = activity change below about -80%; inconclusive = mostly about -51% to -80%; note: % is set by controls: 0 for no effect and ±100 for the full control effect
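Neuro2A cells (4,500/well, DMEM with 0.5% FBS) were treated with compound at a single 50 µM final concentration, stimulated with 6 nM IGF for 20 min at 37 °C, and lysed. Phospho-Akt Ser473 was read by HTRF as 665/615 ratio ×10^4.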
Abeta rescue: A-beta toxicity reversal in yeast; yeast expressing A-beta42, growth rescue, OD600, 48 h; response scale: 0% DMSO, 100% iron-clioquinol control; Potency, µM (top dose mostly 46.1 µM), inactives show at the highest dose growth rescue, hits mostly activators; 0.063% of 410,000 active; note: potency is the fitted concentration of half-maximal effect; nearly all actives have a fitted effect of over 55% in size
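Growth rescue measured by 600 nm absorbance after 48 h yeast culture at 30 C with compound. Values normalized between DMSO and an equimolar ferric chloride plus clioquinol control.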
Active calls of the source: *; i = inactive; ? = inconclusive; . = no result given; & = joins results of further samples; [ ] = remark or other dose. Unless noted, calls come from the whole dose curve; as a rule, active = well fitted curve in the direction sought with a large enough effect; inconclusive = small, poorly fitted or top-dose-only effect, or another doubt; inactive = no such curve, though single readings can be large; an effect the other way counts as inactive or inconclusive.

SMILES	TGFb SMAD3 inh	Mm-Cpn inhibitor	CCT modulator	Nrf2 ARE act	Nrf2 block	A549 viability	HepG2 tox	Akt phos inh	Abeta rescue
CC(C)C[C@@]12C(=O)N(c3cccc(F)c3)C(=O)N1[C@H](c1ccc(Cl)cc1)[C@@H]1C(=O)N(C3CCCCC3)C(=O)[C@@H]12	-25%	-3%	-1.9	0.5%	3%	-1%	-9%	i	19%
COC(=O)C1CSC(c2ccc(Cl)cc2)N1C(=O)c1ccccc1 (stereo not given)	-9%	0%	1.5	0.0%	-18%	-8%	-23%	i	-13%
Cn1c(=O)c2c(nc(SCCCO)n2Cc2ccccc2Cl)n(C)c1=O	2%	-6%	-1.1	3.1%	-15%	-7%	-10%	i	0%
Oc1c(C(c2ccc(Cl)cc2)N2CCCC2)sc2nc(-c3ccco3)nn12 (stereo not given)	-7%	.	.	7.4%	.	2%	0%	.	-4%
OC(CN1CCOCC1)CN1CCOCC1	2%&6%	0%	-5.5	-0.5%	0%	2%	-3%&1%	i	-6%
CC(=O)c1cc2c(cc1NC(=O)C1CC1)OCO2	-22%	1%	0.8	0.3%	.	-7%	-2%	i	3%
CC1(C)Oc2ccc3ccc(=O)oc3c2-c2cnoc21	5%	-1%	0.3	0.4%	?	3%	6%	i	-20%
COc1cccc(NC(=O)CN2C(=O)NC(Cc3c[nH]c4ccccc34)C2=O)c1 (stereo not given)	-11%	1%	-4.6	0.5%	5%	-5%	-10%	i	-4%
COc1ccc(C2c3cc(OC)c(OC)cc3CC(=O)N2c2ccc(C)c(F)c2)cc1 (stereo not given)	?	.	.	-0.3%	-14%	-5%	-25%	.	-27%
CCC(C)C(Nc1ccc(C(=O)OC)cc1[N+](=O)[O-])C(=O)OC (stereo not given)	3%	1%	0.8	-0.9%	6%	-8%	-1%	i	2%
Cc1cccc(NS(=O)(=O)c2cc(C(=O)NCCC3=CCCCC3)ccc2Cl)c1	?	0%	-3.1	0.0%	?	-16%[1.84 µM]	-33%	i	13%
Cc1cccc(C(=O)NNc2ncnc3c2cnn3-c2ccc(C)cc2C)c1	-2%	.	.	6.9%	.	?	-12%	.	-10%
CCN(CC)CCN(C)C(=O)c1ccc(OC2CCN(C(=O)C3CC3)CC2)cc1	0%	3%	-0.5	-0.6%	?	5%	-11%	i	-8%
O=C1NC(=O)C(c2ccc(Cl)cc2)N1 (stereo not given)	-3%	0%	1.2	0.1%	3%	0%	5%	i	-5%
CC(=O)NC(Cc1cc(C)ccc1C)C(=O)N1CCN(C(=O)c2ccc(Br)cc2)CC1 (stereo not given)	-30%	1%	0.1	-0.5%	-24%	-1%	-6%	i	1%
O=Cc1cc(N=Nc2ccc(S(=O)(=O)O)cc2)ccc1O	13%	.	0.6	-1.2%	3%	?	-32%	i	-7%
COc1ccccc1CNC(=O)c1cc(C)nn1-c1ccccc1	7%	0%	-2.5	-1.4%	-18%	-1%	3%	i	-9%
Oc1ccc(/C=N/N=C/c2ccc(O)cc2)cc1	-1%	-1%	-0.8	2.4%[9.22 µM]	16%	2%	-8%	i	1%
COC(=O)C1=C(C)NC(=O)C1(NC(=O)c1ccccc1C)C(F)(F)F (stereo not given)	10%	.	.	-0.9%	11%	-2%	5%	.	-24%
COc1cc(NC(=O)CN(C)S(=O)(=O)c2ccc3[nH]c4c(c3c2)CCCC4)cc(OC)c1OC	?	.	.	6.2%	?	7%	-25%	.	-11%
COC(=O)Cc1ccc(NC(=S)NCCC(C)C)cc1	-3%	-2%	2.2	0.5%	13%	-1%	8%	i	28%
COc1cccc(-c2csc(N3CCN(C(=S)Nc4cccc(C)c4)CC3)n2)c1	-5%	?	-0.5	-0.3%	-11%	2%	5%	i	11%
COC(=O)c1cccc(NC(=S)Nc2cc(Cl)ccc2OC)c1	8%	4%	1.6	8.2%	-18%	2%	5%	i	4%
Cc1ccc(C)c(S(=O)(=O)Nc2ccc(C(=O)NCC(c3ccco3)N(C)C)cc2)c1 (stereo not given)	-4%	-1%	1.5	2.7%	1%	4%	-5%	i	-13%
Cc1ccc(O)c(NC(=O)C2=CC(c3ccco3)=NS(=O)(=O)N2C)c1	2%&-20%	0%	-1.4	3.5%&17%	13%&-26%	-2%&-3%	-32%&-3%	i	4%&-5%
CCC1C/C(=C\c2cccnc2)C(=O)/C(=C/c2cccnc2)C1 (stereo not given)	4µM*	-4%	-0.1	0.0%[9.22 µM]	?	-15%	10µM*	i	-73%[inhibitor]
c1ccc(C(c2nnnn2C2CCCC2)N2CCN(c3nc4ccccc4s3)CC2)cc1 (stereo not given)	12%	-8%	0.3	0.3%	9%	3%	-7%	i	20%
Clc1ccc(OCc2nnc3n2N=C(c2ccc4c(c2)OCCO4)CS3)c(Cl)c1	?	2%	-0.9	-0.2%	?	-21%	-39%	.	5%
CCSc1nc(C2CC2)cc(-c2ccco2)c1C#N	19%	-6%	-2.1	?	.	-1%	6%	i	12%
O=C(N=C1SC2CS(=O)(=O)CC2N1Cc1ccccc1Cl)C1CCCO1 (stereo not given)	-8%	0%	-2.0	3.8%	8%	8%	-2%	.	5%
Cc1ccc(C(=O)Nc2ccc(Cl)cc2C(F)(F)F)c(Cl)c1	-5%	1%	1.1	-0.3%	?	8%	-26%	i	-1%
CCOC(=O)C1(CCc2ccccc2)CCN(Cc2ccc(OC)cc2)CC1	-10%	-2%	-0.1	-0.1%	-8%	2%	-1%	i	4%
Cc1ccc(-c2nc(NC(=O)CSc3nnc4scc(-c5ccccc5)n34)ns2)cc1	-8%	-19%	1.7	2.8%	21µM*	?	-3%	i	-4%
CSc1nnc(SCC#N)s1	4%	1%	-0.7	0.3%	-2%	3%	0%	i	-4%
CC1(C)C2CCC1(CS(=O)(=O)N1CCC(C(N)=O)CC1)C(=O)C2 (stereo not given)	-3%	1%	1.0	-0.7%	5%	-4%	15%	i	0%
CC(Cc1cccnc1)NC(=O)c1cc(COc2ccc(F)cc2Cl)on1 (stereo not given)	?	1%	2.7	1.7%	-24%	0%	9%	i	4%
Cc1ccc(N2C(=O)C3C4C=CC(CC4)C3C2=O)c([N+](=O)[O-])c1 (stereo not given)	-18%	0%	0.6	-0.2%	?	-3%	-3%	i	-7%
COc1ccc(C)cc1NCc1cccc(OC)c1OC	16%	1%	-0.7	5.8%	.	-3%	1%	.	-23%
COc1ccc2c(c1)Sc1ccccc1N2CCN(C)C	23%	-4%	2.0	9.0%	1%	1%	-45%	i	-9%
CCSC(C)CC1C/C(=N/O)c2c(CC)noc2C1 (stereo not given)	-20%	1%	-2.2	-0.2%	23µM*	-5%[1.84 µM]	3%	i	0%

Entries of single compounds, looked up by structure. Screens in order: TGFb SMAD3 inh, Mm-Cpn inhibitor, CCT modulator, Nrf2 ARE act, Nrf2 block, A549 viability, HepG2 tox, Akt phos inh, Abeta rescue
`COc1ccc(C)cc1NCc1cccc(OC)c1OC` is listed with 16%, 1%, -0.7, 5.8%, ., -3%, 1%, ., -23%
`O=C(N=C1SC2CS(=O)(=O)CC2N1Cc1ccccc1Cl)C1CCCO1` (stereo not given) is listed with -8%, 0%, -2.0, 3.8%, 8%, 8%, -2%, ., 5%

The listing picks up, repeating the two entries before the break.
SMILES	TGFb SMAD3 inh	Mm-Cpn inhibitor	CCT modulator	Nrf2 ARE act	Nrf2 block	A549 viability	HepG2 tox	Akt phos inh	Abeta rescue
COc1ccc2c(c1)Sc1ccccc1N2CCN(C)C	23%	-4%	2.0	9.0%	1%	1%	-45%	i	-9%
CCSC(C)CC1C/C(=N/O)c2c(CC)noc2C1 (stereo not given)	-20%	1%	-2.2	-0.2%	23µM*	-5%[1.84 µM]	3%	i	0%
O=C(O)CC(SCC(=O)NC1CCCc2ccccc21)C(=O)O (stereo not given)	5%	-5%	-0.8	-0.7%	3%	4%	-1%	i	16%
CCOC(=O)c1c(S(=O)(=O)N2CCCC(C(=O)N3CCN(c4ccccc4)CC3)C2)c(C)n(C)c1C (stereo not given)	-30%	.	.	0.6%	.	-3%	-1%	.	-13%
COc1ccc(OC)c(-n2nnnc2SCC(=O)Nc2ccccc2OC)c1	-4%	-10%	1.2	0.5%	12%	6%	-5%	i	12%
COc1cc(OC)cc(-c2oc(=O)c3cc(OC)c(OC)cc3c2C#CCCO)c1	-19%	-6%	-1.1	-0.9%	8%	-1%	0%	i	8%
COc1ccc(OC)c(C(=O)CSc2nccc(-c3ccc(Br)cc3)n2)c1	0%	1%	-3.3	-0.7%	?	1%	-40%	i	2%
O=C(O/N=C/c1ccc(Br)cc1)c1ccc(F)cc1	-1%	.	1.6	0.0%	-6%	-1%	17%	i	-1%
Oc1cc(Br)ccc1C=Nc1ccc(N2CCCCC2)cc1	-16%	2%	-0.9	0.6%	?	1%	-4%	i	6%
CSc1ccccc1-c1nnc(-c2ccc(Cl)cc2)o1	13%	-2%	-1.6	8.1%	.	12%	-27%	i	-3%
COC(=O)Cc1[nH]nc2c1C(c1c[nH]c3ccccc13)C(C#N)=C(N)O2 (stereo not given)	-10%	-6%	0.1	-0.1%	2%	-9%	-12%	i	-10%
CCc1cccc(NC(=O)c2ccc3c(=O)n4nc(Nc5ccccc5OC)sc4nc3c2)c1	?	.	.	3.1%	-1%	7%	-50%	.	-19%
CCCN(Cc1ccccc1)C(=O)Nc1ccc2c(c1)nnn2C	-1%	-12%	0.0	-0.2%	?	7%	-7%	i	15%
C[C@@H](C(=O)Nc1ccccc1N1CCOCC1)N1C(=O)C2CCCCC2C1=O (stereo not given in full)	3%	-1%	-1.7	-0.2%	17%	6%	-4%	i	-1%
